# DDE Tn7 FP inh: inhibitors of Tn7 peptide binding to human fibrin DD(E). P02675. FP displacement of FITC-Tn7 peptide from fibrin DD(E); 0% = median of compound wells per plate. inhibition, % at 8.3 µM. 370,000 compounds, 0.13% hits;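 active means inhibition above the mean of compounds falling within the control limits plus 3 SD of them, cut at about 14% in these data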;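 further: 0% = plate median of compound wells and 100% = 10 µM Aha-Tn7 peptide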
#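 Test system: human clot-derived fibrin DD(E) complex / Quantity: 2 µM final DD(E) protein / Incubation: 10 min plus 3 h, room temperature / Measured by: fluorescence polarization / Benchmarks: high control of 10 µM Aha-Tn7 peptide / Replicates: singlicate testing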
# MBD2 DNA inh: inhibitors of human MBD2 binding to methylated oligonucleotide; TR-FRET; Q9UBB5; inhibition, % at 4.4 µM; AID 686964; 370,000 compounds, 0.31% hits; in the data active means inhibition above about 13%
# UHRF1 MBD2 ctr: blocks human UHRF1 binding to methylated DNA. Q96T88. UHRF1 binding to methylated oligo, TR-FRET. inhibition, % at 4.4 µM. 370,000 compounds, 0.75% hits. AID 687016; in the data active means inhibition above about 21%;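 further: UHRF1 SRA domain binding a hemimethylated CpG hairpin DNA probe; 0% = median of test compound wells and 100% = reference inhibitor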
# PLCg1 inh: blocks human PLC-gamma1 enzyme activity | inhibition, % at 12.2 µM | AID 720700 | P19174 | purified PLC-gamma1, fluorogenic substrate, fluorescence | 370,000 compounds, 0.84% hits; in the data active means inhibition above about 9.5%
# Target sequence (P19174 whole entry, looked up): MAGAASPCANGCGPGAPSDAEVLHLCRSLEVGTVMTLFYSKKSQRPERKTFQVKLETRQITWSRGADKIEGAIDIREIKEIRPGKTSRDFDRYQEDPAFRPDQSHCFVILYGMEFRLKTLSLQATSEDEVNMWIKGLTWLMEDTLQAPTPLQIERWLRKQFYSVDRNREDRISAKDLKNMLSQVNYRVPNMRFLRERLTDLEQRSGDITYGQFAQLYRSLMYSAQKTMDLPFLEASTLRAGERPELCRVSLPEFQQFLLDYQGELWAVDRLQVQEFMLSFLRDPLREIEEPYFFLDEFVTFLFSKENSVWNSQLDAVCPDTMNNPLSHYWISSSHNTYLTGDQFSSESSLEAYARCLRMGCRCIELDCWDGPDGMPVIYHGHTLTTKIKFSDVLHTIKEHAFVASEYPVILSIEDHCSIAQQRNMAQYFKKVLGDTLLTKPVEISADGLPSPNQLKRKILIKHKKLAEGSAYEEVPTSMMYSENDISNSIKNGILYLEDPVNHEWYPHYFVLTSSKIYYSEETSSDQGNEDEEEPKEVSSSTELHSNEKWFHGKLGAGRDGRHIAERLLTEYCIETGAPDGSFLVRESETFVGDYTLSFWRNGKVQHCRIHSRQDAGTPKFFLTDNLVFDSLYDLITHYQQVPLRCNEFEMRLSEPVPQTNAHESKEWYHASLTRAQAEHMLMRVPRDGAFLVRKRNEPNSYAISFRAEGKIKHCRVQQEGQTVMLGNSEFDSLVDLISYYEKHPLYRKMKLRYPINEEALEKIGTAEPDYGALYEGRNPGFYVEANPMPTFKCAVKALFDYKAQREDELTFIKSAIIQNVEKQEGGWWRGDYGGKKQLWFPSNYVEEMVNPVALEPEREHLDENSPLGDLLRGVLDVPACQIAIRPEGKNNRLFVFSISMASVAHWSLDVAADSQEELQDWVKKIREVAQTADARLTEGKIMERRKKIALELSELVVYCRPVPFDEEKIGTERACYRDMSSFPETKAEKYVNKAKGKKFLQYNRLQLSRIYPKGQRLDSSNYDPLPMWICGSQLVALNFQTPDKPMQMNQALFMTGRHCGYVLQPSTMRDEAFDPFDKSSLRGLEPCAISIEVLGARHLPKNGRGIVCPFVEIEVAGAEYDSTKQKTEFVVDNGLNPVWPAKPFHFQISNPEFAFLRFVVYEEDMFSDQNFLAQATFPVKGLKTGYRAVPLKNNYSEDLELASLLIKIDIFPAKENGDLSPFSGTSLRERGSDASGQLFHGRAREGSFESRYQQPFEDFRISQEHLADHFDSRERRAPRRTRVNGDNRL
# PLCb3 inh: blocks human PLC-beta3 enzyme activity; 370,000 compounds, 0.18% hits; Purified PLC-beta3, fluorogenic substrate, fluorescence; inhibition, % at 12.2 µM; Q01970; in the data active means inhibition above about 11%;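 further: 0% = median of compound wells on plate and 100% = full blocker control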
# ADAM17 inh: inhibits human ADAM17 | P78536 | recombinant ADAM17, EDANS/DABCYL FRET peptide cleavage | inhibition, % at 6.95 µM | 370,000 compounds, 0.83% hits | AID 720648;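 active means inhibition above the mean of compounds lying between control limits plus 3 SD, set per campaign, cut at about 8.5% in these data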;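 further: 0% = DMSO-only wells as the low control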
# ARFGAP1 inhibitor: rat ARFGAP1 inhibition. 360,000 compounds, 0.26% hits. Q62848. Arfgap1-stimulated ARF1 GTP hydrolysis, GDP FP detection. inhibition, % at 16.5 µM;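 active means inhibition above a per-plate limit, mean inhibition of low control wells plus 3 SD, cut at about 25% in these data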;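 further: 0% = DMSO wells with enzyme and 100% = wells lacking Arfgap1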
#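 Assay system: purified rat His6-Arfgap1 residues 1-136 (GAP domain); Reagent: human Δ17 ARF1 bound to GTP; Dosing: 16.5 µM single point, 1.26% DMSO; Times: GTP hydrolysis reaction 2 h at 25 °C; Signal: FP, GDP Alexa 633 tracer displaced from anti-GDP antibody, 620/688 nm; Measure: % inhibition from polarization.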
# ASAP1 inh: ASAP1 ArfGAP inhibition; Q9ULH1; ASAP1-stimulated ARF1 GTP hydrolysis, GDP FP detection; inhibition, % at 16.5 µM; 360,000 compounds, 0.19% hits; in the data active means inhibition above about 25%;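 further: 0% = vehicle with enzyme and substrate and 100% = no enzyme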
# proKLK7 act: activates the human kallikrein-7 zymogen | purified proKLK7, EDANS-DABCYL substrate fluorescence; 100% is mature enzyme control, 0% vehicle | activation, % at 7 µM | 370,000 compounds, 0.9% hits | AID 652039;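 active means activation above the mean of all tested compounds plus 3 SD, computed per campaign excluding outliers beyond control limits, cut at about 13% in these data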
# Tn6 DDE FP: DD(E)-Tn6 binding inhibition, primary FP screen; P02675; inhibition, % at 8.3 µM; 370,000 compounds, 0.21% hits; Fibrin DD(E) TRITC-Tn6 fluorescence polarization displacement;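 active means inhibition above a per-campaign cutoff: mean of compounds within control limits plus 3 SD, cut at about 15% in these data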;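 further: 0% = median of all compound wells on the plate and 100% = blocking peptide control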
# An asterisk follows results filed as active; i = inactive; x = not tested or not shown.
# Every second line gives: DDE Tn7 FP inh | MBD2 DNA inh | UHRF1 MBD2 ctr | PLCg1 inh | PLCb3 inh | ADAM17 inh | ARFGAP1 inhibitor | ASAP1 inh | proKLK7 act | Tn6 DDE FP
- O=C(Nc1ccccc1)N1CCCCC1c1cccnc1 (configuration not stated)
  1 | 3 | 0 | 2 | 3 | -1 | 0 | 5 | -0.5 | 1
- O=C(COC(=O)/C=C/c1cccc(C(F)(F)F)c1)NCc1cccs1
  -4 | 1 | -1 | -8 | -5 | -3 | 4 | -22 | 0.2 | -8
- O=C(COC(=O)c1ccc[nH]c1=O)Nc1cc(S(=O)(=O)N2CCCCC2)ccc1Cl
  0 | 5 | 1 | -12 | -2 | 0 | 8 | 13 | 0.0 | -13
- O=C(NCc1cnn(-c2ccc(F)cc2)c1)C1CCC(=O)N(C2CC2)C1 (configuration not stated)
  1 | 3 | 0 | -2 | -9 | -3 | -2 | 4 | -0.2 | 6
- C[C@@H]1CCN(C2CC2)S(=O)(=O)c2ccc(N3CCC[C@H]3CO)cc2O1
  8 | 2 | 0 | -7 | -5 | -42 | x | x | -0.2 | 8
- CCn1c(SCC(=O)Nc2cc(C)c(Cl)cc2OC)nnc1-c1ccco1
  -3 | 2 | 0 | 6 | -1 | 2 | 2 | -9 | 0.1 | -3
- CN(C)c1ccc(S(=O)(=O)NCC(=O)NCCC2=CCCCC2)cc1[N+](=O)[O-]
  -4 | -7 | -1 | 1 | 2 | -2 | 6 | 10 | -0.1 | 5
- CSc1n[nH]c(-c2cccs2)n1
  3 | 1 | 1 | 0 | 1 | -2 | 7 | -1 | 0.1 | -2
- Cc1ccc2c(c1)C(c1ccccc1)N(C(=O)c1ccccc1[N+](=O)[O-])CC(=O)N2 (configuration not stated)
  2 | -2 | -2 | 3 | -1 | 1 | 1 | -8 | 0.3 | -8
- COc1ccc(NC(=O)c2ccc(N3C(=O)C4CC=C(Cl)CC4C3=O)cc2)cc1 (configuration not stated)
  -1 | -1 | 3 | -5 | -6 | 3 | -3 | 9 | -0.3 | 5
- CC(NC(=O)C1CCCC1)c1ccccc1 (configuration not stated)
  4 | -3 | -1 | -1 | -3 | -2 | 2 | 12 | -0.7 | 2
- CCCCNC(=O)C1CCC(CNS(=O)(=O)c2ccc(NC(C)=O)cc2)CC1 (configuration not stated)
  4 | -6 | 0 | 7 | 5 | 2 | -4 | 9 | -0.4 | 6
- Cc1cc(NC(=O)CN2CCN(c3ccccn3)CC2)ccc1Br
  1 | 2 | 1 | -6 | -15 | -4 | 1 | 3 | 0.8 | 1
- C=CCn1c(-c2cccn(Cc3ccc(Cl)cc3)c2=O)n[nH]c1=S
  1 | 2 | 1 | -22 | -29 | -18 | 15 | 7 | 3.9 | 5
- Cc1cccc(C(=O)Nc2c3c(nn2C(C)(C)C)CS(=O)(=O)C3)c1
  3 | -4 | -3 | 2 | 1 | -3 | -7 | 8 | -0.1 | 1
- COC(=O)c1ccc(OC)cc1OCC(=O)N1CCN(c2ccc(F)cc2)CC1
  3 | -2 | 0 | 0 | 2 | -2 | 4 | 3 | 0.0 | 3
- Cc1cccc(-n2nnc(C(=O)Nc3ccc(F)cc3)c2N)c1
  -5 | -2 | -2 | 0 | -2 | 2 | -7 | 6 | -0.3 | 4
- O=C(CCS(=O)(=O)c1ccccc1Cl)NCc1ccc(F)cc1
  -1 | 0 | -3 | -3 | -9 | -3 | 1 | 7 | 0.2 | -12
- NC(=O)c1ccc(Nc2ccc3c(c2)CCC3)c([N+](=O)[O-])c1
  -4 | -8 | -7 | 1 | -2 | 1 | 3 | -6 | 0.3 | -5
- CN1CCN(C2CN(Cc3ccc(F)cc3)S(=O)(=O)C2)CC1 (configuration not stated)
  -6 | -4 | -1 | 3 | 0 | -5 | 0 | 2 | -0.2 | 4
- Cc1ccc2c(COn3nnc4ccc(S(=O)(=O)N(C)C)cc43)cc(=O)oc2c1C
  -5 | -6 | 1 | -5 | -1 | -5 | -6 | -5 | -1.4 | -4
- CCC(C)(c1nnnn1-c1c(C)cccc1C)N(N=O)c1cccc(C(F)(F)F)c1 (configuration not stated)
  3 | 4 | 1 | 0 | -1 | 2 | 6 | -2 | -0.1 | 2
- O=C(COc1ccccc1)c1ccccc1
  10 | 3 | 0 | 3 | -4 | -3 | 4 | -16 | 0.1 | 2
- Cc1ccc(-c2nnn(CC(=O)N(CCCO)C(C(=O)NC3CCCC3)c3ccc(Cl)cc3)n2)o1 (configuration not stated)
  2 | 0 | 1 | -1 | -4 | 0 | -3 | -6 | -0.1 | 1
- C=CCc1cccc(/C=N/NC(=O)CCC(=O)Nc2ccc(F)cc2)c1O
  1 | -1 | -3 | -22 | -19 | 9 | -7 | 11 | -5.8 | -3
- Fc1ccc(NC(=S)NCc2ccccc2)cc1
  -2 | 2 | -4 | 0 | -7 | -5 | -9 | 11 | 0.2 | -7
- Cc1ccc(NC2=C/C(=N/S(=O)(=O)c3cccs3)c3ccccc3C2=O)cc1
  1 | 2 | -3 | 6 | 2 | 2 | 7 | 33* | 0.0 | -1
- COc1ccc(OC)c(CN2C(=O)c3ccccc3C2C(=O)NCc2cccnc2)c1 (configuration not stated)
  7 | -2 | 3 | -3 | -2 | -1 | 7 | 2 | 0.5 | 1
- O=C(O)c1ccccc1C(=O)Nc1ccc(S(=O)(=O)N2CCCC2)cc1
  -5 | 1 | 2 | 10* | 5 | 6 | 4 | -6 | 0.6 | 3
- Cc1ccc(C)c(OCc2n[nH]c(=S)o2)c1
  -6 | -1 | 4 | -1 | -9 | -5 | -4 | 1 | -0.4 | 4

# Remaining list, next part
# Every second line gives: DDE Tn7 FP inh | MBD2 DNA inh | UHRF1 MBD2 ctr | PLCg1 inh | PLCb3 inh | ADAM17 inh | ARFGAP1 inhibitor | ASAP1 inh | proKLK7 act | Tn6 DDE FP
- COc1ccc(/C=N/NC(=O)c2ccoc2C)cc1OC
  0 | 5 | 5 | 6 | 1 | -4 | 3 | -5 | -0.3 | -1
- O=C(Nc1ccc(Cl)cc1C(=O)NCCN1CCOCC1)c1ccc(Cl)cc1Cl
  -5 | -4 | -2 | 0 | -2 | 0 | 8 | 0 | 0.0 | 0
- CCc1n[nH]c(=S)n1/N=C/c1c[nH]c2ccc(Br)cc12
  0 | -2 | -2 | 6 | -1 | 3 | 2 | 13 | 0.0 | 9
- CNC(=S)NNC(=O)c1cn(C)nc1C
  10 | -2 | -2 | 2 | 2 | -2 | -9 | 1 | 0.1 | -4
- Cc1csc2nc(CCNS(=O)(=O)c3cccs3)cn12
  -4 | 2 | 0 | 0 | -3 | -2 | -13 | 4 | 0.3 | 7
- CCc1[nH]nc2c1C(C1C=CCCC1)C(C#N)=C(N)O2 (configuration not stated)
  3 | 4 | 1 | -2 | -2 | 1 | 0 | -3 | 0.2 | 0
- CN(Cc1cnc2nc(N)nc(N)c2n1)c1ccc(C(=O)NC(CCC(=O)O)C(=O)O)cc1 (configuration not stated)
  0 | -5 | -1 | -495 | i | -400 | 18 | -6 | 11 | -4
- COc1cc(/C=C(/C#N)c2nc3ccccc3[nH]2)ccc1OC(=O)c1ccco1
  -2 | -2 | -3 | -126 | -182 | -25 | 0 | 17 | -0.3 | -5
- COc1cc2c(cc1OC)C(=O)Cc1ccc3c(c1CN(C)CC2)OCO3
  5 | 5 | 1 | -1 | -2 | 2 | -18 | 14 | -0.6 | 2
- Cc1ccc(S(=O)(=O)N2CC3(O)CN(C(=O)OC(C)C)N(C(=O)OC(C)C)CC3(OC(=O)NCc3ccco3)C2)cc1 (configuration not stated)
  -1 | -1 | -3 | 1 | 0 | 0 | 1 | -4 | -0.3 | -8
- Cc1ccc(N)c2c1OCCC2=O
  4 | 1 | -2 | -22 | -23 | -4 | 0 | 2 | -0.8 | -4
- CCCCOC(=O)/C=C\C(=O)OCCCC
  -8 | 0 | 4 | 4 | 5 | 1 | 9 | 5 | 0.2 | 8
- O=C(Nc1cc(F)ccc1F)C1CCCO1 (configuration not stated)
  6 | -5 | -3 | -4 | -2 | 1 | -4 | -4 | -0.3 | 0
- Cc1ccc(S(=O)(=O)NCCC(=O)Nc2ccc3c(c2)OCO3)cc1
  -6 | -4 | -2 | 1 | 0 | -2 | 2 | -6 | 0.0 | 3
- CC(=O)Oc1c(Sc2ccccc2[N+](=O)[O-])c(C)nn1C(C)(C)C
  3 | -5 | 0 | 4 | 2 | 3 | -6 | 0 | 0.0 | 0
- CCOC(=O)C(=O)Nc1ccccc1C(=O)OC
  -1 | -5 | -2 | 1 | 3 | -4 | 2 | -2 | 0.6 | -5
- Cc1ccc(NC(=O)CN2CCN(S(=O)(=O)c3ccc(F)cc3)CC2)cc1C
  1 | 1 | 3 | 3 | -1 | -5 | -10 | 4 | -0.5 | -8
- COc1ccc(CC(=O)Nc2ccc(/C(C)=N\NC(=O)c3ccc(Br)o3)cc2)cc1
  -4 | -3 | -3 | -3 | -6 | 1 | 4 | 11 | 0.4 | -3
- Cc1cccc(NC2=NC(C)(C)N=C(N)N2)c1
  8 | -2 | 0 | 3 | 1 | -2 | -11 | 5 | -0.2 | 5
- CC(=O)c1csc(Nc2ccccc2Cl)n1
  -3 | 1 | 1 | 2 | 4 | -4 | -10 | -10 | 0.3 | 2
- O=C(Nc1ccc(Br)cc1)c1ccc(N2C(=O)C3CCCCC3C2=O)cc1 (configuration not stated)
  2 | -3 | 1 | 0 | -4 | 5 | 7 | 4 | -1.3 | 4
- O=C(CNC(=O)c1ccco1)NCc1nc2ccccc2[nH]1
  -1 | 4 | -2 | -1 | -6 | -6 | -6 | 0 | 0.3 | -2
- O=C(CCCCCn1c(=S)[nH]c2ccc(N3CCOCC3)cc2c1=O)NC1CCN(Cc2ccccc2)CC1
  -4 | -1 | 5 | i | i | -54 | 6 | 12 | 1.4 | 1

# Some entries already given, showing only PLCg1 inh, proKLK7 act and ARFGAP1 inhibitor:
SMILES	PLCg1 inh	proKLK7 act	ARFGAP1 inhibitor
CC(=O)c1csc(Nc2ccccc2Cl)n1	2	0.3	-10
O=C(Nc1ccc(Br)cc1)c1ccc(N2C(=O)C3CCCCC3C2=O)cc1 (configuration not stated)	0	-1.3	7
O=C(CNC(=O)c1ccco1)NCc1nc2ccccc2[nH]1	-1	0.3	-6
O=C(CCCCCn1c(=S)[nH]c2ccc(N3CCOCC3)cc2c1=O)NC1CCN(Cc2ccccc2)CC1	i	1.4	6

# One compound at a time, as listed above. Values in the order: DDE Tn7 FP inh, MBD2 DNA inh, UHRF1 MBD2 ctr, PLCg1 inh, PLCb3 inh, ADAM17 inh, ARFGAP1 inhibitor, ASAP1 inh, proKLK7 act, Tn6 DDE FP
# Listed for O=C(COc1ccccc1)c1ccccc1 = 10, 3, 0, 3, -4, -3, 4, -16, 0.1, 2
# Listed for O=C(COC(=O)c1ccc[nH]c1=O)Nc1cc(S(=O)(=O)N2CCCCC2)ccc1Cl = 0, 5, 1, -12, -2, 0, 8, 13, 0.0, -13
# Listed for CCOC(=O)C(=O)Nc1ccccc1C(=O)OC = -1, -5, -2, 1, 3, -4, 2, -2, 0.6, -5
# Listed for COc1cc2c(cc1OC)C(=O)Cc1ccc3c(c1CN(C)CC2)OCO3 = 5, 5, 1, -1, -2, 2, -18, 14, -0.6, 2
# Listed for CN(C)c1ccc(S(=O)(=O)NCC(=O)NCCC2=CCCCC2)cc1[N+](=O)[O-] = -4, -7, -1, 1, 2, -2, 6, 10, -0.1, 5

# Bioassay records as filed in PubChem.
